human PMI inhibitors: human PMI inhibitors, high substrate, primary screen, biochemical, fluorescence intensity, high mannose 6-phosphate (AID 1220) | recombinant PMI enzyme, coupled fluorescence intensity; higher % means a stronger effect | one-dose inhibition, % at 20 µM; IC50 in µM for titrated hits | actives 0.66% (n = 190,000)
Yfh1-depleted yeast: enhancers of respiration in Yfh1-depleted yeast, dose response, Friedreich's ataxia, plus single-dose screen (AID 1465); S. cerevisiae Yfh1-off respiration, WST-1 reduction, 72 h; higher fold induction means a stronger effect; one-dose fold induction at 50 µM; EC50 in µM for titrated hits; actives 0.074% (n = 220,000);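 active means fold induction of absorbance versus untreated yeast above a set limit, then at least 30% activation at any dose in follow-up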;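 further: activators that raise dye reduction in frataxin-depleted yeast; strong numbers were not always called active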
WT yeast gro inh: growth inhibition of WT yeast, mitochondrial fusion screen. AID 1362. mitochondrial fusion phenotypic screen, WT strain. inhibition, % at 10 µM. actives 2.1% (n = 190,000); in the data active means inhibition above about 58%; tested in S. cerevisiae
LYP inhibition: PTPN22 lymphoid phosphatase activity blockers – biochemical, fluorescence intensity, uHTS (AID 1779) | one-dose inhibition, % at 11.5 µM; IC50 in µM for titrated hits | actives 0.054% (n = 290,000) | recombinant LYP phosphatase, fluorescence intensity; higher % means a stronger effect;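 further: plate controls were vehicle with enzyme for no effect and no enzyme for full effect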
TNAP activation fold: stimulation of alkaline phosphatase TNAP activity – biochemical, luminescent, no phosphate acceptor, uHTS, primary screen (AID 1001). purified TNAP, luminescent activation assay, no phosphate acceptor; higher activation fold means a stronger effect. actives 0.03% (n = 200,000). one-dose activation fold at 20 µM; EC50 in µM for titrated hits; in the data active means activation fold from about 3, or a potency from the dose series; inactive means the rest, 99 in 100 with activation fold below about 1.6; further: many of its hits are not listed in these tables
XIAP antagonists: XIAP antagonists, biochemical, IAP family, fluorescence polarization (AID 1018); actives 0.007% (n = 200,000); displacement, % at 20 µM; hits with a dose series show IC50 in µM; XIAP BIR domain, fluorescence polarization peptide displacement; higher % means a stronger effect; in the data active means displacement above about 50%; further: a part of the inactive calls stands beside numbers as strong as those of hits
PMI inhibitors: inhibitors of human PMI, primary screen, biochemical, fluorescence intensity, coupled assay (AID 1209); actives 0.42% (n = 190,000); purified PMI enzyme, coupled fluorescence intensity; higher % means a stronger effect; one-dose inhibition, % at 20 µM; IC50 in µM for titrated hits;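 further: plate controls were DMSO vehicle for no effect and wells lacking substrate for full effect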
M17LAP inhibition: P. falciparum M17LAP inhibitors, primary screen, biochemical, fluorogenic H-Leu-NHMec substrate, 1536-well (AID 1619); recombinant M17LAP, H-Leu-NHMec fluorogenic kinetic assay; higher % means a stronger effect; one-dose inhibition, % at 30 µM; IC50 in µM for titrated hits; actives 0.38% (n = 220,000);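 active means compound inhibiting the enzyme by more than half at any dose during confirmatory dose-response retesting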;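 further: plate controls were full reaction with DMSO carrier for no effect and no enzyme background for full effect; strong numbers were not always called active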
M1AAP inhibition: P. falciparum M1AAP inhibitors, biochemical, fluorogenic H-Leu-NHMec substrate, 1536-well (AID 1445) | recombinant M1AAP, H-Leu-NHMec fluorogenic kinetic assay; higher % means a stronger effect | inhibition, % at 30 µM; hits with a dose series show IC50 in µM | actives 0.42% (n = 220,000);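 active means primary inhibition above the hit cutoff, then over 50% inhibition at one or more dose response concentrations, cut at about 23% in these data, passing the limit was not always enough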;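 further: plate controls were DMSO full reaction for no effect and no enzyme background for full effect; strong numbers were not always called active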
WT yeast gro inh mutant strain: further read-out of WT yeast gro inh, marked with its call; inhibition, %; mitochondrial fusion phenotypic screen, mutant strain inhibition
An asterisk follows results filed as active; i = inactive; · = not tested or not shown. Unless noted, no stated cut-off is given here; in the data, active means inhibition above about 50%; inactive means the rest.

item	Molecule	human PMI inhibitors	Yfh1-depleted yeast	WT yeast gro inh	WT yeast gro inh mutant strain	LYP inhibition
1	CCN1C(=O)/C(=C\C=C\c2ccccc2[N+](=O)[O-])SC1=S	5%	i	4	2	3%
2	Nc1[nH]c(N=NC(=O)c2ccccc2O)c2ccccc12	-16%	i	-5	-4	-1%
3	C=CCc1cccc2cc(C(=O)Nc3ccc(CC(=O)O)cc3)c(=O)oc12	4%	i	-14	-2	9%
4	Cc1onc(-c2c(Cl)cccc2Cl)c1C(=O)NNc1ccccc1	·	i	·	·	-6%
5	Cc1cccc(N(NC(=O)C(C)(C)O)C(=O)c2ccccc2)c1	9%	i	14	1	-5%
6	Cc1sc2nc(C(C)Nc3ccccc3N3CCOCC3)[nH]c(=O)c2c1C (stereo not given)	27%	i	19	0	-6%
7	O=C(NCc1ccc2c(c1)OCO2)c1ccc(Cl)nc1	11%	i	3	3	-5%
8	CC(Sc1nc2ccc(Br)cc2[nH]1)C(=O)O (stereo not given)	-7%	i	3	4	-5%

item	TNAP activation fold	XIAP antagonists	PMI inhibitors	M17LAP inhibition	M1AAP inhibition
1	1	-1.3%	-16%	9%	5%
2	2.5	-3.2%	-9%	26%	4%
3	1.1	-4.2%	2%	2%	8%
4	·	·	·	15%	5%
5	1	-5.3%	5%	-7%	-3%
6	1.1	-3.9%	2%	-70%	17%
7	1.1	-11%	15%	-4%	-3%
8	1	-7.2%	4%	33%	-1%

More records follow:
item	Molecule	human PMI inhibitors	Yfh1-depleted yeast	WT yeast gro inh	WT yeast gro inh mutant strain	LYP inhibition
9	CCN(CC)S(=O)(=O)c1ccc(N2CCOCC2)c(NC(=O)c2cc(-c3ccccn3)nc3ccccc23)c1	18%	i	12	11	9%
10	O=C(NCc1ccco1)c1ccc2c(=O)n(CCC3=CCCCC3)c(=O)[nH]c2c1	-1%	i	-9	24	-2%
11	CCC(=O)Nc1ccc(C(=O)Nc2cccnc2)cc1	9%	i	19	20	-15%
12	CCN1CCCC1CN(Cc1cc2cc(OC)ccc2[nH]c1=O)C(=O)NCc1ccccc1 (stereo not given)	18%	i	4	3	-2%
13	O=C(O/N=C1\CCS(=O)(=O)c2sccc21)c1ccccc1	0%	i	-27	3	-8%
14	CCCCC(=O)Nc1nnc(C2=COCCO2)o1	-6%	i	-19	-7	-6%
15	Cc1nc(SCc2cccc(C(=O)O)c2)nc2c1CCCC2	8%	i	0	6	-4%
16	CCOC(=O)N1CCN(C(=O)Cn2c(C)cc3ccccc3c2=O)CC1	1%	i	4	-7	0%

item	TNAP activation fold	XIAP antagonists	PMI inhibitors	M17LAP inhibition	M1AAP inhibition
9	1	-12%	16%	22%	0%
10	1.1	-4.2%	-15%	-1%	10%
11	1.1	-2.7%	14%	-2%	-2%
12	1.1	-6.3%	-1%	-26%	6%
13	1.1	-1.9%	2%	17%	0%
14	1.1	-1.0%	-8%	-6%	1%
15	1	-2.6%	10%	9%	0%
16	1.1	-2.4%	3%	18%	6%

An excerpt from above in order of SMILES length, highest first.
item	Molecule	human PMI inhibitors	Yfh1-depleted yeast	WT yeast gro inh	WT yeast gro inh mutant strain	LYP inhibition
12	CCN1CCCC1CN(Cc1cc2cc(OC)ccc2[nH]c1=O)C(=O)NCc1ccccc1 (stereo not given)	18%	i	4	3	-2%
16	CCOC(=O)N1CCN(C(=O)Cn2c(C)cc3ccccc3c2=O)CC1	1%	i	4	-7	0%
13	O=C(O/N=C1\CCS(=O)(=O)c2sccc21)c1ccccc1	0%	i	-27	3	-8%
11	CCC(=O)Nc1ccc(C(=O)Nc2cccnc2)cc1	9%	i	19	20	-15%
8	CC(Sc1nc2ccc(Br)cc2[nH]1)C(=O)O (stereo not given)	-7%	i	3	4	-5%
14	CCCCC(=O)Nc1nnc(C2=COCCO2)o1	-6%	i	-19	-7	-6%

item	TNAP activation fold	XIAP antagonists	PMI inhibitors	M17LAP inhibition	M1AAP inhibition
12	1.1	-6.3%	-1%	-26%	6%
16	1.1	-2.4%	3%	18%	6%
13	1.1	-1.9%	2%	17%	0%
11	1.1	-2.7%	14%	-2%	-2%
8	1	-7.2%	4%	33%	-1%
14	1.1	-1.0%	-8%	-6%	1%

Remaining list, next part.
item	Molecule	human PMI inhibitors	Yfh1-depleted yeast	WT yeast gro inh	WT yeast gro inh mutant strain	LYP inhibition
17	Cc1nc(C(F)(F)F)nc(Nc2ccc(Br)cc2)c1C#N	8%	i	7	9	-2%
18	COCCNC(=O)C(=O)c1c(-c2ccccc2)[nH]c2ccccc12	15%	i	-13	-8	-7%
19	O=C(NCCSCc1ccc(Cl)cc1Cl)c1ccc(CN2CCOCC2)cc1	15%	i	55	63	-6%
20	Cc1ccc(NS(=O)(=O)c2cccc(C(=O)N3CCOCC3)c2)cc1	9%	i	-9	-2	-10%
21	O=C(O)c1ccccc1N1C(=O)C2C3c4ccccc4C(Br)(c4ccccc43)C2C1=O (stereo not given)	0%	i	3	-4	-5%
22	CC(C)c1ccccc1NC(=O)c1ccco1	·	i	-9	0	·
23	COCCn1c(C)cc(C2=NNC(=NC3CC3)SC2)c1C	-4%	i	9	11	-5%
24	O/N=C(/CCc1ccccc1)C1(O)CCCCC1	0%	i	-7	9	-8%

item	TNAP activation fold	XIAP antagonists	PMI inhibitors	M17LAP inhibition	M1AAP inhibition
17	1.2	-1.9%	8%	6%	1%
18	1.1	-1.7%	8%	29%	4%
19	1.1	-9.2%	15%	-2%	5%
20	1	-6.3%	5%	-3%	5%
21	1	-2.8%	-2%	6%	-1%
22	·	·	·	9%	4%
23	1.2	-1.8%	-9%	6%	1%
24	1.1	-0.6%	-3%	3%	12%

The list continues:
item	Molecule	human PMI inhibitors	Yfh1-depleted yeast	WT yeast gro inh	WT yeast gro inh mutant strain	LYP inhibition
25	O=C(CCl)N(Cc1cccc([N+](=O)[O-])c1)c1cccc(Cl)c1	-24%	i	-3	-11	-7%
26	CCn1c(SCC(=O)NCc2ccco2)nnc1-c1ccncc1	-13%	i	-17	-12	-8%
27	Cc1cc(NC(=O)Cc2ccccc2)c2ccccc2n1	3%	i	7	9	-3%
28	CN(C)CCn1c(=N)n(CC(O)c2ccc(Cl)c(Cl)c2)c2ccccc21 (stereo not given)	-14%	i	1	-2	-1%
29	S=C(Nc1ccccc1)N1CCOCC1	-3%	i	-8	-2	0%
30	O=C(NCc1ccccn1)c1ccc(NC(=O)c2ccco2)cc1	13%	i	4	-7	-7%
31	CCCn1c(C)cc(/C=C(\C#N)C(=O)OCC(=O)Nc2ccc(OC)c(Cl)c2)c1C	10%	i	6	-11	-2%
32	CC(/C=C/c1ccccc1)=N\NC(=O)CNC(=O)c1ccccc1Cl	3%	i	-4	14	-8%

item	TNAP activation fold	XIAP antagonists	PMI inhibitors	M17LAP inhibition	M1AAP inhibition
25	1	2.3%	-29%	3%	6%
26	1.1	-2.1%	-8%	6%	0%
27	1	-2.1%	4%	0%	9%
28	1.1	1.0%	-20%	6%	2%
29	1.1	0.6%	5%	·	·
30	1.1	-6.4%	19%	-5%	5%
31	1.1	-6.6%	2%	4%	5%
32	1	-0.2%	6%	-5%	-2%

Further results follow:
item	Molecule	human PMI inhibitors	Yfh1-depleted yeast	WT yeast gro inh	WT yeast gro inh mutant strain	LYP inhibition
33	CC1CCN(CC(=O)N2CCCc3c2c(=O)oc2ccc(OCc4ccccc4)cc32)CC1	8%	i	-4	-8	4%
34	CCOC(=O)C1=C(C)N[C@@]2(O)c3ccccc3C(=O)[C@@]12O	20%	i	-2	-9	3%
35	CCCCCCC(=O)Nc1nc(C)c(-c2csc(Nc3cc(Cl)ccc3OC)n2)s1	18%	i	12	8	4%
36	CSc1nnc2n(C)c3c(c(=O)n12)C1(CCCC1)Cc1ccccc1-3	-8%	i	52	-3	1%
37	CN(Cc1ccccc1)C(=S)Nc1ccc(OC(F)F)cc1	15%	i	5	-1	-8%
38	CC(=O)c1cc(C#N)c(N2CCCCC2)nc1C	-5%	i	-3	-1	-1%
39	O=C(Nc1ccc(C(=O)NC2CCCCC2)cc1)c1cccnc1	-13%	i	0	1	-6%
40	Cc1cccc2cc(CN(Cc3ccco3)C(=O)N3CCCC3)c(=O)[nH]c12	-4%	·	·	·	-2%

item	TNAP activation fold	XIAP antagonists	PMI inhibitors	M17LAP inhibition	M1AAP inhibition
33	1.1	-2.2%	2%	-5%	10%
34	1	-2.8%	21%	11%	5%
35	1.1	-5.4%	24%	-8%	8%
36	1.1	-0.7%	-4%	3%	3%
37	1.1	-7.1%	24%	-7%	0%
38	1	-18%	-7%	7%	5%
39	1	-5.0%	-13%	-12%	7%
40	1.1	-2.9%	2%	·	·

Additional records:
item	Molecule	human PMI inhibitors	Yfh1-depleted yeast	WT yeast gro inh	WT yeast gro inh mutant strain	LYP inhibition
41	CCCOc1ccc(NC(=O)C2CC(=O)N(C(C)C)C2)cc1 (stereo not given)	-11%	i	13	4	0%
42	CCOc1ccccc1NC(=O)C1C2C=CC(C2)C1C(=O)O (stereo not given)	9%	i	-6	-12	-4%
43	CCCn1c(SCC(=O)Nc2nc3ccccc3s2)nc2c1c(=O)n(C)c(=O)n2C	3%	i	6	0	-4%
44	Cc1cccc(C(=O)OCC(=O)NCCCc2ccccc2)c1	12%	i	0	-23	-2%
45	O=C(NC1CCCCC1)N1CCN(Cc2ccco2)CC1	-10%	i	11	8	-3%
46	COC(=O)c1[nH]c2ccccc2c1NC(=O)CN1CCN(C(=O)c2ccco2)CC1	-2%	i	-3	-15	-3%
47	CS(=O)(=O)N1CCN(c2ccccc2NC(=O)Cc2ccccc2)CC1	5%	i	-1	-1	-8%
48	N#C/C(=C\c1ccc(OCc2ccccc2)cc1)C(=O)Nc1nc2c(s1)CCN(Cc1ccccc1)C2	8%	i	-11	-5	-1%
49	N#Cc1nc(COc2ccc(Cl)cc2)oc1N1CCN(Cc2ccccc2)CC1	0%	i	31	-2	12%
50	CC(=O)c1cccc(NC(=O)CC2SC(N3CCCCC3)=NC2=O)c1 (stereo not given)	-2%	i	-1	1	-4%
51	COc1cccc(C(c2sc3nc(C)nn3c2O)N2CCC3(CC2)OCCO3)c1 (stereo not given)	1%	i	-6	-6	-3%

item	TNAP activation fold	XIAP antagonists	PMI inhibitors	M17LAP inhibition	M1AAP inhibition
41	1	-2.6%	-15%	100µM*	-5%
42	1.1	-13%	17%	17%	2%
43	1	-5.7%	14%	14%	6%
44	1.1	-7.3%	17%	-5%	-4%
45	1.1	-3.6%	2%	3%	5%
46	1	-1.6%	-2%	3%	2%
47	1	-6.1%	6%	-10%	-4%
48	1.1	-8.2%	8%	5%	4%
49	1	-9.7%	0%	9%	2%
50	0.9	0.1%	-6%	13%	-2%
51	1	-3.0%	5%	4%	3%
